Screening results: PubChem BioAssay, Sanford-Burnham Center for Chemical Genomics
beta cell repl – inducers of MIN6 beta-cell proliferation, primary screen, ATP luminescence, uHTS; MIN6 cells proliferation, ATPlite luminescence, 48 h; cells starved in 0.2% serum; 100% = growth in 10% serum; 330,000 compounds, 0.29% hits; AID 2380, 2010; proliferation, % at 10 µM;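 active = compounds whose signal lies at least 3.5 SD above the mean of all wells on their plate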;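 note: 0% = DMSO-treated cells in low-serum medium and 100% = 10% serum control; some compounds called inactive have numbers as strong as hits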
TIM10 inh – growth inhibitors of isogenic TIM10 control yeast, primary screen, counter-screen for tim10-1 yeast inhibitor project, luminescence, uHTS; S. cerevisiae TIM10 strain growth, BacTiter-Glo luminescence, 24 h; inhibition, % at 10 µM; 330,000 compounds, 1.4% hits;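 active = inhibition of 40% or more at the single tested concentration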;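 note: wild-type TIM10 isogenic control strain grown at permissive 25 °C; 0% = DMSO yeast wells and 100% = minimal medium wells without yeast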
MPTP block – mitochondrial permeability transition pore inhibitors, primary screen, biochemical, isolated mouse mitochondria, absorbance; AID 602449, 2012; inhibition, % at 10 µM; 360,000 compounds, 1.4% hits; Ca2+ swelling absorbance, 30 min;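 active = inhibition of 50% or more, scaled per plate between neutral and stimulator controls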;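 note: 0% = DMSO wells given calcium and 100% = 1 mM EGTA wells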
APJ ag – agonists of human apelin receptor APJ, primary screen, CHO-K1 cells, PathHunter beta-arrestin, luminescence; P35414; 0% DMSO wells, 100% apelin; activation, % at 20 µM; 330,000 compounds, 0.11% hits; AID 2520, 2010;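 active = activation more than six SD over the plate average, tested at 20 µM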;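 note: 0% = DMSO alone and 100% = apelin-13 at 10 nM; some results filed as inactive read as strong as hits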
Target sequence (P35414 whole entry, looked up): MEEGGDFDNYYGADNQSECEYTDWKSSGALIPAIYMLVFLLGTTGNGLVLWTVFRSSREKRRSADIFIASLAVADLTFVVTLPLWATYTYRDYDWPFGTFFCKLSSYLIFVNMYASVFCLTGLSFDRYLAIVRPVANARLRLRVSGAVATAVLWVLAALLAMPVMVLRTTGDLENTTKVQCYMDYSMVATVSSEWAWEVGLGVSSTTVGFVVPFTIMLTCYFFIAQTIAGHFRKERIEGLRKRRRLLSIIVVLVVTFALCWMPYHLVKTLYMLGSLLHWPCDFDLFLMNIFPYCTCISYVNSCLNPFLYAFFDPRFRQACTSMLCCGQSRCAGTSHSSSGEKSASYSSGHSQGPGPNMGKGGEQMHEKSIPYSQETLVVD
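Material: engineered CHO-K1 APJ arrestin reporter cells; amount: 1000 CHO-K1 reporter cells seeded per well; incubation: compound stimulation 90 min at 25 °C, detection 60 min; signal: luminescent beta-gal fragment complementation, chemiluminescent substrate; read-out basis: APJ agonist activity; controls: DMSO-only wells as negative, 10 nM Apelin-13 as positive control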
NLRP3 yeast inh – NALP3 inflammasome inhibitors in reconstituted yeast, primary screen, luminescence, uHTS; AID 2825, 2010; Yeast reconstituted NLRP3/ASC/caspase-1, beta-gal luminescence, 24 h; 330,000 compounds, 0.39% hits; inhibition, % at 10 µM;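 active = inhibition of 50% or more; inactive = inhibition below 50%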;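 note: plate controls were induced DMSO wells for no effect and uninduced yeast grown without galactose for full effect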
tim23-1 inh – growth inhibitors of tim23-1 mutant yeast, primary screen, luminescence, uHTS; AID 463212, 2010; inhibition, % at 20 µM; 330,000 compounds, 1.3% hits; S. cerevisiae tim23-1 growth, BacTiter-Glo luminescence, 24 h;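 active = growth inhibition of the mutant yeast at or above 50%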;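 note: temperature-sensitive mutant grown at 25 °C; plate controls were DMSO-treated mutant yeast for no effect and medium wells lacking yeast for full effect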
tim10-1 inh – growth inhibitors of tim10-1 mutant yeast, primary screen, luminescence, uHTS; 330,000 compounds, 2.2% hits; inhibition, % at 20 µM; S. cerevisiae tim10-1 ts strain growth, BacTiter-Glo, 24 h;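 active = inhibition of at least 40%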;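 note: mutant grown at 25 °C; 0% = DMSO wells with yeast and 100% = wells holding no yeast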
NR3A LBD binder – binders of NR3A ligand-binding domain, primary screen, biophysical, differential scanning fluorimetry, uHTS; NR3A LBD differential scanning fluorimetry, Tm shift; 0% = protein alone, 100% = glycine-bound protein; 340,000 compounds, 2.5% hits; Tm shift relative to glycine control, % at 25 µM;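 active = melting temperature shift of at least 10% of the positive control shift, at one fixed dose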
APJ antagonist – antagonists of human apelin receptor APJ, primary screen, CHO-K1 cells, beta-arrestin complementation, luminescence; P35414; inhibition, % at 20 µM; AID 2521, 2010; 330,000 compounds, 0.32% hits;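 active = inhibition above about 40% at 20 µM, limit read from the data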;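 note: cells challenged with 10 nM apelin-13 agonist together with compound; plate controls were apelin-13 plus DMSO wells for no effect and DMSO wells lacking apelin-13 for full effect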
Starred values were filed as active, the others as inactive; · = not tested or not shown. Hits appear at their usual frequency; 7.2% or so of the library scored in one or more.

The opening 2 records, to show the layout:
SMILES | beta cell repl | TIM10 inh | MPTP block | APJ ag | NLRP3 yeast inh | tim23-1 inh | tim10-1 inh | NR3A LBD binder | APJ antagonist
CN(C)CCNc1oc(COc2ccc(-c3ccccc3)cc2)nc1C#N | -7 | 10 | 75* | 1 | 20 | 3 | 29 | -4 | -1
COc1ccc2o/c(=N/NC(=O)c3cccs3)c(C(N)=O)cc2c1 | -1 | 13 | -0.3 | -3 | 13 | -17 | 3 | 0 | 8

All compounds of this part, from the start:
SMILES | beta cell repl | TIM10 inh | MPTP block | APJ ag | NLRP3 yeast inh | tim23-1 inh | tim10-1 inh | NR3A LBD binder | APJ antagonist
CN(C)CCNc1oc(COc2ccc(-c3ccccc3)cc2)nc1C#N | -7 | 10 | 75* | 1 | 20 | 3 | 29 | -4 | -1
COc1ccc2o/c(=N/NC(=O)c3cccs3)c(C(N)=O)cc2c1 | -1 | 13 | -0.3 | -3 | 13 | -17 | 3 | 0 | 8
NC(=O)C[C@H](N)c1cn([C@@H](CC(N)=O)C(=O)N2CCNCC2)nn1 | 1 | 6 | -1.4 | 9 | 6 | -1 | 9 | 4 | -7
Cc1cccc(NC(=S)NCc2ccccc2Cl)c1C | -5 | 15 | -0.2 | 0 | -9 | 8 | 12 | 1 | -20
Cc1c(Cl)cccc1NC(=S)N1CCCN(Cc2ccc(F)cc2)C1 | -7 | -25 | 48 | -3 | 6 | 5 | 9 | 0 | 2
CCCCNC(=O)Nc1ccc(C2SCCS2)cc1 | -3 | -1 | 27 | -1 | 23 | 13 | -3 | -1 | 6
O=C(CSCc1ccc(Cl)cc1)N/N=C/c1ccco1 | 3 | -3 | -0.3 | -4 | 26 | 10 | -4 | -2 | -7
Cc1ccc2c(c1)cc(CN(Cc1cccs1)C(=O)c1ccco1)c1nnnn12 | -3 | 36 | 3.7 | -4 | 15 | 28 | 23 | 0 | 12
CN(C)c1ccc(CNS(=O)(=O)c2ccc3c(c2)C(C)(C)C(=O)N3C)cc1 | 0 | 12 | -1.7 | -1 | 11 | 12 | 4 | 2 | -39
CCn1c(Cn2nnc(-c3ccccc3)n2)nnc1SCC(=O)Nc1ccc(C(C)=O)cc1 | -1 | -8 | 1.3 | 3 | -12 | 0 | -13 | 1 | -22
CCC(C)NC(=O)C1CCCN(S(=O)(=O)c2ccc(-n3cnnn3)cc2)C1 (stereo unspecified) | -2 | -8 | -1.7 | -3 | 6 | 2 | 9 | 0 | 11
CCc1nnc(NC(=O)CCC(=O)NCc2ccc(C)cc2)s1 | -1 | -6 | -1.4 | -4 | 6 | -15 | -11 | 0 | 31
CCOc1ccc(C(=O)Nc2cccc([N+](=O)[O-])c2)cc1Br | -3 | 4 | 80* | -2 | 17 | -5 | 12 | 27* | 8
CCOc1ccc(CNn2nnnc2N)cc1 | -2 | -6 | 1.3 | 6 | 16 | 14 | 6 | 3 | 2
O=C(NCCC(=O)N1CCCCC1)c1ccccc1Cl | 2 | 3 | -0.1 | -3 | 6 | -10 | -20 | -1 | -13
O=C(CCc1ccc(S(=O)(=O)N2CCOCC2)cc1)Nc1ccccc1F | -2 | 3 | -1.0 | 0 | -9 | 15 | 17 | 0 | 5
CCN(CC)C(=O)c1cccc(NC(=O)CC23CC4CC(CC(C4)C2)C3)c1 | -2 | 24 | -0.7 | -4 | 3 | 25 | 2 | 0 | 2
Oc1ccccc1/C=N/NC(=S)NC1CC2CC1C1C=CCC21 (stereo unspecified) | -3 | 25 | 59* | 1 | 28 | 74* | 31 | 9 | -30
CC(C)OC(=O)/C(C#N)=C/c1c[nH]c2ccccc12 | -2 | 10 | 4.8 | 0 | 9 | 32 | 42* | -25 | 4
CCOc1ccc(N2C(=O)C3CCCN3C2=O)cc1 (stereo unspecified) | -1 | -4 | -2.2 | 0 | 4 | 8 | 13 | 1 | 6
CC(=O)N1CCc2cc(S(=O)(=O)NCCCN3CCC(C)CC3)ccc21 | 2 | -2 | -3.3 | 2 | 9 | -4 | 0 | -5 | 11
CCN1C(=O)C(CC(=O)NCCc2ccccc2)N(NC(=O)c2cccnc2)C1=S (stereo unspecified) | -2 | -7 | -1.3 | -2 | 1 | 4 | 8 | -1 | 6
Cc1cc(C(=O)Nc2ccccc2C(=O)O)oc1C | -2 | 9 | -0.6 | -4 | 7 | 15 | 0 | 0 | -6
COCCN(C(=O)Nc1ccccc1OC)c1nc2ccccc2s1 | -1 | -5 | 1.1 | -3 | 23 | 25 | 0 | -6 | 24
COc1ccc(CCN2CC(C(=O)NCC(c3ccccc3)N(C)C)CC2=O)cc1OC (stereo unspecified) | 1 | -4 | -0.7 | -6 | 16 | 1 | -4 | 1 | 6
CCN(CC(=O)Nc1ccc(OC)cc1)CC(=O)N1CC(=O)Nc2ccccc21 | 0 | -3 | -0.6 | 1 | 14 | 9 | -10 | 6 | 2
O=C(c1cnn(-c2ccccc2)c1-n1cccc1)N1CCN(C2CCCCC2)CC1 | 0 | 3 | 0.8 | -1 | 19 | 11 | 8 | -2 | 6
CC(NC(=O)CN1c2cccc3cccc(c23)S1(=O)=O)c1ccc(S(N)(=O)=O)cc1 (stereo unspecified) | -1 | -12 | -0.3 | 7 | 5 | -6 | -20 | -2 | -85
O=C(NCCc1ccc(Cl)cc1)c1ccc2[nH]c(=O)c(=O)[nH]c2c1 | -3 | -14 | -0.5 | -3 | 21 | 16 | 20 | 0 | 5
COc1ccc(CCN(C)C(=O)c2ccc(S(=O)(=O)NCc3ccco3)cc2)cc1OC | 0 | -10 | -0.2 | 0 | 9 | -4 | 13 | 0 | 8
O=C(CCCn1c(SCC(=O)c2ccccc2)nc2ccccc2c1=O)NCC1CCCO1 (stereo unspecified) | 0 | 18 | -0.2 | 1 | 39 | 22 | 2 | -1 | 1
Cc1cc(C)nc(NC(=O)/C=C/c2cccs2)c1 | -1 | 3 | 2.1 | -5 | 34 | 33 | 33 | 2 | 6
CCn1c(=O)cc(N2CCCCC2)[nH]c1=O | -1 | -9 | -0.5 | -5 | 0 | -6 | -11 | 1 | 11
COc1ccc(-n2c(Cc3cccn3C)nnc2SCC(=O)Nc2ccccc2OC)cc1 | 3 | 2 | -1.7 | 0 | 9 | 16 | 23 | -2 | 8
Cc1cc(NC(=O)NCc2ccccc2)c(=O)n(Cc2ccc(F)cc2)c1 | -4 | -2 | 0.2 | -6 | 11 | 11 | 9 | -1 | -7
Cc1ccc(C)c2[nH]c(=O)c(C(c3nnnn3CCc3ccccc3)N3CCOCC3)cc12 (stereo unspecified) | 3 | 27 | 3.4 | -4 | 2 | 24 | 27 | -2 | -12
CCOC(=O)CN(Cc1sccc1C)C(=O)Nc1ccc(OC)cc1OC | 0 | 2 | -1.6 | -4 | 12 | 14 | 14 | -6 | -2
O=C1[C@H]2[C@@H](c3ccc(Cl)cc3)N3C(=O)N(c4cccc(Cl)c4)C(=O)[C@@]3(Cc3ccccc3)[C@H]2C(=O)N1C1CCCCC1 | -5 | 16 | 0.1 | 2 | 8 | 17 | 5 | 3 | -3
CCOC(=O)CON1C(=O)C(=O)N(OCC(=O)OCC)[C@H]2CCCC[C@H]21 | -1 | 10 | 3.0 | -3 | 19 | 2 | 20 | -4 | 11
CCOc1ccc(CCNC(=O)c2ccc3nc(CC)c(CC)nc3c2)cc1 | 6 | -2 | 0.6 | -1 | 16 | 14 | 25 | 0 | 11
CCN(CC)C(CNC(=O)CSc1nnnn1-c1ccc(C)c(C)c1)c1ccco1 (stereo unspecified) | 3 | 22 | 0.5 | -2 | 11 | 27 | 29 | -1 | 4
COc1cc(NC(=O)CN2CC(c3ccccc3)CC2=O)cc(OC)c1 (stereo unspecified) | -1 | 0 | -0.9 | -4 | 19 | 4 | 7 | -1 | 24
Cc1ccc2oc(Nc3nc(C)c(C)c(C)n3)nc2c1 | -3 | 4 | 3.7 | 2 | 6 | 3 | 12 | -1 | -2
COc1ccc(CNC(=O)COC(=O)c2cc3ccccc3cc2O)cc1OC | -1 | 10 | -0.5 | 3 | 3 | 14 | 3 | 0 | -21
Cc1cccc(OCC(=O)Nc2ccc(S(=O)(=O)Nc3onc(C)c3C)cc2)c1C | 0 | -17 | 0.7 | -2 | 6 | 14 | 12 | -4 | -12
COc1ccc(-c2csc(NC(C)c3nc4cc(Cl)c(N5CCCCC5)cc4n3CCOCCO)n2)cc1 (stereo unspecified) | -8 | 10 | 2.8 | 4 | 17 | 16 | 16 | -5 | -4
CCn1c2ccccc2c2cc(NC(=O)COC(=O)c3cc(Cl)c(N)cc3OC)ccc21 | 0 | 9 | 2.3 | -3 | 8 | 17 | 12 | 7 | -4
CCOc1cc(CN2CCC(n3nccc3NC(=O)C3CC3)CC2)ccc1O | -2 | 4 | 1.5 | -1 | 7 | 13 | 21 | 2 | 26
Cc1cc(=O)[nH]c(=O)n1Cc1ccccc1 | -1 | -2 | -0.6 | -1 | -3 | 15 | 1 | -2 | 0
O=C(COC(=O)CNC(=O)c1ccc(Cl)cc1Cl)NC1CC1 | -1 | -18 | 0.5 | -3 | 7 | 5 | -6 | 0 | 2
COc1ccc(CCNC(=O)CN2C(=O)CSc3ccc(S(=O)(=O)N4CCOCC4)cc32)cc1OC | -1 | 5 | -1.6 | 2 | 10 | -7 | 2 | 2 | 0
CC1Cc2cc(S(=O)(=O)N3CCN(C)CC3)ccc2N1C(=O)C1CC1 (stereo unspecified) | 3 | 0 | -0.3 | 0 | 14 | 3 | -8 | -3 | -47
CCOc1ccc(N2CC(=O)N(c3ccc(OCC)cc3)CC2=O)cc1 | 3 | 4 | 1.3 | 3 | 0 | 3 | 4 | -2 | -5
CCOc1ccc(NS(=O)(=O)c2ccc(C(=O)NCC(c3ccccc3OC)N3CCCC3)cc2)cc1 (stereo unspecified) | -4 | -37 | 0.2 | -7 | 18 | -68 | -31 | -2 | -48
CCN(CC)C(=O)C(=O)c1cn(CC(=O)N2CCc3ccccc3C2)c2ccccc12 | -3 | -6 | -0.3 | -4 | -16 | 14 | -4 | 0 | 6
Cc1cc(C(=O)N/N=C/c2ccc([N+](=O)[O-])o2)c(C)o1 | -3 | 41* | 4.1 | 6 | -11 | 24 | 24 | 0 | -15
N#Cc1ccc(S(=O)(=O)NC[C@H]2O[C@@H](n3cnc4c(N)ncnc43)[C@H](O)[C@@H]2O)cc1 | · | -15 | -0.4 | · | · | 33 | 11 | 0 | ·
FC(F)(F)c1nnc2ccc(N3CCOCC3)nn12 | 0 | -10 | -2.9 | -2 | -5 | 6 | 15 | 2 | 18
CC(C)CN1C=C2C(=O)C(C)(OC(=O)CCc3ccccc3)C(=O)C=C2C=C1c1ccc(C#N)cc1 (stereo unspecified) | -2 | -7 | -0.6 | 15 | 15 | -5 | -1 | -2 | -62
CSc1ccc(Cl)c(C(=O)NCCOc2ccccc2)c1 | 2 | 28 | -3.1 | -5 | -11 | 2 | 2 | -2 | 8
